Source: PubChem BioAssay
NCI-60 one-dose screen, 48 h, at 10 µM unless noted. Numbers give growth in % (100 = growth as untreated, 0 = no growth, -100 = all killed).
HCT-116: HCT-116 colon cancer | hit rate 7.3% among 82,000 | AID 1794798
KM12: KM12 colon cancer cells | hit rate 5% among 82,000 | AID 1794800
HT29: HT29 colon cancer; AID 1794748; hit rate 7.4% among 81,000
HCT-15: HCT-15 colon cancer; hit rate 5.2% among 82,000; AID 1794746
NCI-H322M: NCI-H322M lung cancer | hit rate 2.7% among 80,000 | AID 1794733
COLO 205: COLO 205 colon cancer | hit rate 7.3% among 79,000 | AID 1794742
SW-620: SW-620 colon cancer; AID 1794795; hit rate 5.2% among 82,000
HCC-2998: HCC-2998 colon cancer | AID 1794799 | hit rate 4.7% among 79,000
SNB-75: SNB-75 CNS cancer. AID 1794750. hit rate 5% among 79,000
Starred values were filed as active, the others as inactive; · = no result given; & = joins results of further samples; [ ] = dose if it differs, or a comment. How the source made its calls: active means growth percent below 10; inactive means the rest.

Start of the data: the first four entries, ahead of the listing:
SMILES	HCT-116	KM12	HT29	HCT-15	NCI-H322M	COLO 205	SW-620	HCC-2998	SNB-75
O=C(NC1CC1)c1ccccc1	108	106	101	99	102	102	105	105	102
CO/N=C(/C(=O)N[C@@H]1C(=O)N2C(C(=O)O)=C(COC(C)=O)CS[C@H]12)c1csc(N)n1	98	107	101	103	107	112	105	96	94
C#Cc1cc2c(N)c(C(=O)c3cc(OC)c(OC)c(OC)c3)[nH]c2cc1OC	30	32	6.3*	32	43	-16*	18	64	-8.1*
Cc1ccc(S(=O)(=O)/C(C#N)=C/n2c(=S)[nH]c3ccc([N+](=O)[O-])cc32)cc1	96	97	96	102	93	105	106	107	86

The whole of this part (from the top)
SMILES	HCT-116	KM12	HT29	HCT-15	NCI-H322M	COLO 205	SW-620	HCC-2998	SNB-75
O=C(NC1CC1)c1ccccc1	108	106	101	99	102	102	105	105	102
CO/N=C(/C(=O)N[C@@H]1C(=O)N2C(C(=O)O)=C(COC(C)=O)CS[C@H]12)c1csc(N)n1	98	107	101	103	107	112	105	96	94
C#Cc1cc2c(N)c(C(=O)c3cc(OC)c(OC)c(OC)c3)[nH]c2cc1OC	30	32	6.3*	32	43	-16*	18	64	-8.1*
Cc1ccc(S(=O)(=O)/C(C#N)=C/n2c(=S)[nH]c3ccc([N+](=O)[O-])cc32)cc1	96	97	96	102	93	105	106	107	86
COc1ccc(/C=C2/SC(=O)N(CC(=O)N3CCN(c4cc5c(cc4F)c(=O)c(C(=O)O)cn5C4CC4)CC3)C2=O)cc1OC	106	104	96	101	105	116	103	113	97
C(=C/c1ccccc1)/C=C/c1ccccc1	100	106	108	94	90	106	110	110	95
COc1ccc(NC(=O)c2ccc(NC3=C(c4ccc(OC)cc4)C(=O)N(C)C3=O)cc2)cc1	105	91	74	95	95	99	105	99	91
O=C1OCC23OC=CC2C2(O)CCCc4cccc(c42)N13 (configuration not stated)	80	104	91	99	97	112	103	103	82
O=c1[nH]c2c(cc1S(=O)(=O)c1ccccc1)CCc1c-2cnn1Cc1ccccc1	95	113	100	98	96	127	104	99	82
Cc1ccn2cc(Cc3cc(=O)oc4c3ccc3ccccc34)c(=O)nc2c1	101	101	88	97	101	102	103	100	81
CC1C(=O)NN=C(c2ccc(N)cc2)c2cc3c(cc21)OCO3 (configuration not stated)	97	103	108	105	96	113	111	112	84
CC(C)C(NC(=O)c1ccccc1)C(=O)Nc1nc(-c2cccnc2)cs1 (configuration not stated)	87	96	86	137	90	120	105	108	45
CC1=CC2C3C(CC(=O)C24C(=O)NC(CC(C)C)C4C1C)C1OC3(C)CCC1O (configuration not stated)	93	100	102	93	90	110	94	97	49
Nc1nc2cc(Br)ccc2o1	106	110	108	109	·	101	102	·	89
Oc1c(Br)cc(Br)c2cccnc12	17	40	90	38	42	88	30	59	77
NS(=O)(=O)c1ccc(N2N=C(c3ccc(Cl)cc3)CCC2=O)cc1	82	100	99	94	98	138	103	·	73
COc1cc2c(c(OC)c1OC)C(=O)CC(c1cccc(C(=O)Nc3ccncc3)c1)O2 (configuration not stated)	97	81	93	95	105	118	104	99	93
O=C(O)c1c[nH]c2c([N+](=O)[O-])cccc2c1=O	96	103	109	106	116	117	107	70	85
O=C(/C=C/c1ccc(Oc2ccc(Br)cc2)cc1)c1cc2ccccc2oc1=O	69	92	111	89	87	98	90	113	56
Cc1nc(N)cc(C[n+]2csc(CCO)c2C)n1	108	112	105	113	112	123	105	106	113
CSc1nc2cc(Oc3cccc(Cl)c3Cl)c(Cl)cc2[nH]1	82	90	89	74	93	·	89	103	77
COc1ccc(NC(=O)Nc2cc(C(C)C)c(O)cc2C)cc1	92	·	97	99	99	110	110	100	94
CCCCOc1nc2cc(Cl)ccc2cc1/C=C/C(=O)/C=C1/CC(c2cc3ccc(Cl)cc3nc2OCCCC)Nc2ccccc2N1 (configuration not stated)	101	109	106	103	104	109	102	118	89
O=S(=O)(CBr)c1ccccc1	102	116	106	103	·	111	107	114	97
NS(=O)(=O)c1ccc(CCn2c(SCC(=O)Nc3ccc(Br)cc3)nc3ccccc3c2=O)cc1	48	64	63	59	80	105	91	105	83
C=C(C)[C@@H]1CC[C@]2(C(=O)NCCCCCCN(CCC#N)CCC#N)CC[C@]3(C)[C@H](CC[C@@H]4[C@@]5(C)CC[C@H](OCCC#N)C(C)(C)[C@@H]5CC[C@]43C)[C@@H]12	53[100 µM]	64[100 µM]	44[100 µM]	81[100 µM]	83[100 µM]	67[100 µM]	77[100 µM]	103[100 µM]	59[100 µM]
CNC1CCc2c(sc(NC(=O)c3ccc(C(C)(C)C)cc3)c2C(N)=O)C1 (configuration not stated)	3.1*	10	-0.2*	4.5*	66	-47*	-53*	29	79
O=C(CC(=O)c1ccccc1F)Nc1ccc([N+](=O)[O-])cc1	90	100	92	88	92	105	109	103	79
O=c1cc(/C=N/Nc2nc(-c3cc(=O)oc4ccc(Br)cc34)cs2)c2cc(Cl)ccc2o1	96	99	101	108	96	102	101	104	97
COc1nc2cc(OCc3ccccc3)ccc2cc1-c1nc2c(cnn2-c2ccc(Br)cc2)c(=O)[nH]1	67	97	104	100	101	107	93	128	94
CC1CC2=C(CC1CNCCCN(C)C)C(C)(C)CCC2 (configuration not stated)	36	59	11	50	105	52	35	71	79
N#Cc1c(-c2cccnc2)cc(-c2ccc3ccccc3c2)[nH]c1=O	80	93	111	81	90	115	·	96	14
CC(=O)n1cc(-c2c[nH]c3ccccc23)c(-c2ccc(Cl)cc2)n1	62	85	96	81	84	92	89	109	81
N#Cc1c(-c2ccc(Cl)cc2)nc(NS(=O)(=O)c2ccccc2)nc1N1CCOCC1	106	101	117	92	116	123	105	110	83
CC(C)Cc1ccccn1	95	104	107	103	109	106	104	110	86
CN(C)CCCn1c2c(c3cc(-c4cccc(S(N)(=O)=O)c4)ccc3c1=O)C(=O)c1ccccc1-2	-83*	66	-7.0*	62	77	59	37	77	59
O=c1ccc2nc(-c3ccccn3)nn(-c3ccccc3)c-2c1	49	98	-44*	-48*	102	-59*	-62*	99	98
O=C(Cc1ccccc1)N/N=C\c1ccccc1	107	113	94	101	101	112	103	101	87
C=C(C)[C@@H]1CC[C@]2(C#N)CC[C@]3(C)[C@H](CC[C@@H]4[C@@](C)(CC/C(N)=N/O)[C@H](C(=C)C)CC[C@]43C)[C@@H]12	56	84	67	·	98	100	91	95	105
COc1ccc(S(=O)(=O)n2cc(C3OC(c4cc(OC)c(OC)c(OC)c4)=NN3C(C)=O)c3cccnc32)cc1 (configuration not stated)	75	108	107	81	98	122	88	109	83
CCNC(=S)Nc1ccc(S(=O)(=O)Nc2ccc(Cl)nn2)cc1	118	104	112	102	109	108	107	109	112
CCOC(=O)C1C(=O)CC(=O)C(C(=O)OCC)C1c1ccc(O)cc1 (configuration not stated)	100	117	113	113	103	108	105	98	95
COC(=O)C1=NN(c2ccccc2)C2C3N(c4ccccc4)N=C(C(=O)OC)N3c3ccccc3N12 (configuration not stated)	92	96	95	99	95	116	102	97	83
CC(=O)c1cc2c(N)c(C(=O)Nc3cccc4ccccc34)sc2nc1C	29	22	5.8*	34	45	-27*	18	37	20
CCOC(=O)c1csc(NC(=O)c2ccc(Nc3ccc(Cl)c(Cl)c3)c([N+](=O)[O-])c2)n1	97	91	103	85	93	100	94	98	90
CC1=C(NCCN2CCCC2)C(=O)c2c(OCc3ccccc3)cccc2C1=O	77	98	92	89	92	88	94	110	78
Nc1cc(-c2ccc(Cl)cc2)nn1-c1nnc(/C=C/c2ccco2)c(=O)[nH]1	41	56	44	38	24	73	49	49	67
COc1ccc2nc(-c3cc(-c4cc(OC)c(OC)c(OC)c4)n[nH]3)[nH]c2c1	13	-30*	43	15	31	-20*	21	50	-2.8*
O=C(NCCN1CCOCC1)c1cncnc1Nc1ccc2c(ccn2Cc2ccccn2)c1	105	107	102	105	105	96	98	100	82
N=C(N)c1ccc(-c2ccc(-c3ccc(-c4cccs4)s3)s2)cc1	94	97	95	101	43	102	100	99	·
O=c1c2sc3ncccc3c2nnn1-c1ccccc1	113	106	109	96	114	114	109	·	·
NC(=O)CSc1nc(N)nc2nc[nH]c12	93	100	108	100	100	102	106	98	81
Oc1ccc2ccccc2c1Cl	101	102	105	104	127	·	94	108	110
CCOc1ccc(/C=N/N=C(N)N)cc1OCC	96	108	90	98	110	107	·	101	·
C[C@H]1[C@@H]2[C@H]3CC[C@@H]4[C@@]5(C)CC[C@H](O)C(C)(C)[C@@H]5CC[C@@]4(C)[C@]3(C)CC[C@]23COC1(C)[C@@H](C(=O)/C=C\c1ccc(C(F)(F)F)cc1)C3	99	106	100	92	91	95	94	101	93
CCc1nnc(NC(=O)c2ccoc2COc2ccc(C)cc2)s1	99	96	104	92	92	116	102	98	99
COc1ccc(-c2cc(-c3ccc(OC)cc3)n(-c3ccc(-c4nnc(NCc5ccccc5)s4)cc3)n2)cc1	91	102	·	101	96	112	100	108	106
Cc1ccc(CSc2oc(-c3ccccc3)nc2S(=O)(=O)c2ccccc2)cc1	81	94	80	88	98	113	99	101	96
O=C(O)c1cccc2ccccc12	101	104	102	101	89	118	104	101	102
COC1=C(C)C(=O)c2c(c(CCO)c3n2CCC3)C1=O	103	100	108	101	118	113	95	109	133

Three compounds picked at random from the list so far, as already listed:
SMILES	HCT-116	KM12	HT29	HCT-15	NCI-H322M	COLO 205	SW-620	HCC-2998	SNB-75
NC(=O)CSc1nc(N)nc2nc[nH]c12	93	100	108	100	100	102	106	98	81
O=C(O)c1cccc2ccccc12	101	104	102	101	89	118	104	101	102
COc1ccc(-c2cc(-c3ccc(OC)cc3)n(-c3ccc(-c4nnc(NCc5ccccc5)s4)cc3)n2)cc1	91	102	·	101	96	112	100	108	106

Next part.
SMILES	HCT-116	KM12	HT29	HCT-15	NCI-H322M	COLO 205	SW-620	HCC-2998	SNB-75
O=C(/C=C/c1c(Cl)nc2sccn12)c1ccc(F)c(F)c1	69	83	87	90	93	93	77	86	60
Cc1cc(N/C=c2\sc3ncnn3c2=O)no1	95	84	102	95	82	112	99	97	91
CSc1nc2nc3c(nc2c(=O)n1C)C(=O)CCC3	108	105	103	95	117	119	101	105	83
CCOC(=O)C1C(C(=O)OCC)C(C)(C)C1N(C)C (configuration not stated)	92	102	102	102	99	·	98	83	68
Cn1cc(/C=N/Nc2cccc(Cl)n2)c2ccccc21	33	33	44	28	90	68	66	49	71
CS(=O)(=O)c1ccc(Nc2nc(N[C@H]3CCCC[C@H]3N)nc3cc[nH]c(=O)c23)cc1	-2.2*	0.9*	16	102	24	-3.9*	6.4*	-13*	4.4*
N=c1ccc2nc3ccc(N)cc3sc-2c1	1.0*	18	41	27	52	0.6*	32	53	·
N#Cc1c(Nc2ccccc2)nn2c(-c3ccc(F)cc3)c(-c3nc4ccccc4s3)c(N)nc12	101	102	107	108	104	116	100	117	100
CSc1nc(N)n2nc(C3CC3)cc2n1	102	108	102	101	102	123	101	115	84
COc1ccccc1-c1ccc2nc(NC(=O)Nc3cc(C(F)(F)F)cc(C(F)(F)F)c3)sc2c1	4.9*	3.6*	4.8*	9.7*	15	-85*	12	12	8.1*
C/C=N/NCCC#N	108	108	121	98	103	106	107	116	96
COc1ccc(CCNC(=O)CC(C)=O)cc1	103	104	111	98	96	108	106	121	98
Fc1ccc(Nc2nnc(-c3c[nH]c4ccccc34)o2)cc1	90	64	102	67	95	127	100	99	89
NS(=O)(=O)c1ccc(Cn2c(SCC(=O)N/N=C/c3ccccc3O)nc3ccccc3c2=O)cc1	43	39	86	75	47	29	60	51	84
CC(CN(C)C)C(=O)c1ccccc1 (configuration not stated)	91	98	102	113	115	111	99	102	96
Cc1n[nH]c(C)c1N=Nc1ccc(-c2cc(-c3ccc(N=Nc4c(C)n[nH]c4C)cc3)cc(-c3ccc(N=Nc4c(C)n[nH]c4C)cc3)c2)cc1	101	101	108	102	104	113	101	102	86
COc1ccc(C(=O)C[n+]2ccc3ccccc3c2)cc1	91&97	90&94	97&95	108&98	89&94	111&99	102&93	96&102	90&80
Cc1cc(=O)oc2cc(OCC(=O)Nc3ccc(C(=O)/C=C/c4ccccc4)cc3)ccc12	74	78	90	103	87	101	80	99	92
COc1cc(/C=C2/C(=O)Nc3ccc(Cl)cc32)ccc1OCc1ccc(Cl)cc1	48	100	94	86	89	93	60	107	78
COc1ccc2oc(=O)cc(C3C(C#N)=C(N)Oc4c3ccc3ccccc43)c2c1 (configuration not stated)	97	84	97	91	100	111	104	97	88
O=C1OC(C(Cl)(Cl)Cl)Nc2ccccc21 (configuration not stated)	99	106	102	112	94	112	105	103	97
CCc1ccccc1-n1[nH]c(C)c(C=N)c1=O	120	102	114	98	106	120	106	118	101
CC1(C)C(Cl)(Cl)C(C)(C)C1(Cl)Cl	105	107	96	100	102	107	112	106	86
COc1cc(-c2nn(C(C)(C)C)cc2-c2ccnc(NCCCNS(=O)(=O)c3ccc(F)cc3)n2)ccc1Cl	56	79	73	60	87	96	96	108	48
O=[N+]([O-])c1cc(/C=N/N2CCCCCC2)ccc1Cl	74&77	104&103	98&91	81	93&105	122&115	102&100	105&102	111&99
COC(=O)C(C)C(=O)OC	118	116	105	101	105	111	107	121	84
N=C(N1CCCc2ccccc21)N1CCCc2ccccc21	89&62	107&105	54	92&93	114&88	77&82	89&89	108&95	85&71
NC(CCCC(N)C(=O)c1ccccc1)C(=O)O (configuration not stated)	99	101	73	107	88	104	110	103	97
COc1ccc(C(=O)C(NCCO)c2ccccc2)cc1 (configuration not stated)	92	98	102	106	108	113	99	113	106

Rows were taken by chance (roughly 12% active in at least one column).
